High-throughput results deposited in PubChem by The Scripps Research Institute Molecular Screening Center.
PLCg1 inh: blocks human PLC-gamma1 enzyme activity. P19174. purified PLC-gamma1, fluorogenic substrate, fluorescence. inhibition, % at 12.2 µM. 370,000 compounds, 0.84% hits. AID 720700; in the data active means inhibition above about 9.5%
Target sequence (P19174 whole entry, looked up): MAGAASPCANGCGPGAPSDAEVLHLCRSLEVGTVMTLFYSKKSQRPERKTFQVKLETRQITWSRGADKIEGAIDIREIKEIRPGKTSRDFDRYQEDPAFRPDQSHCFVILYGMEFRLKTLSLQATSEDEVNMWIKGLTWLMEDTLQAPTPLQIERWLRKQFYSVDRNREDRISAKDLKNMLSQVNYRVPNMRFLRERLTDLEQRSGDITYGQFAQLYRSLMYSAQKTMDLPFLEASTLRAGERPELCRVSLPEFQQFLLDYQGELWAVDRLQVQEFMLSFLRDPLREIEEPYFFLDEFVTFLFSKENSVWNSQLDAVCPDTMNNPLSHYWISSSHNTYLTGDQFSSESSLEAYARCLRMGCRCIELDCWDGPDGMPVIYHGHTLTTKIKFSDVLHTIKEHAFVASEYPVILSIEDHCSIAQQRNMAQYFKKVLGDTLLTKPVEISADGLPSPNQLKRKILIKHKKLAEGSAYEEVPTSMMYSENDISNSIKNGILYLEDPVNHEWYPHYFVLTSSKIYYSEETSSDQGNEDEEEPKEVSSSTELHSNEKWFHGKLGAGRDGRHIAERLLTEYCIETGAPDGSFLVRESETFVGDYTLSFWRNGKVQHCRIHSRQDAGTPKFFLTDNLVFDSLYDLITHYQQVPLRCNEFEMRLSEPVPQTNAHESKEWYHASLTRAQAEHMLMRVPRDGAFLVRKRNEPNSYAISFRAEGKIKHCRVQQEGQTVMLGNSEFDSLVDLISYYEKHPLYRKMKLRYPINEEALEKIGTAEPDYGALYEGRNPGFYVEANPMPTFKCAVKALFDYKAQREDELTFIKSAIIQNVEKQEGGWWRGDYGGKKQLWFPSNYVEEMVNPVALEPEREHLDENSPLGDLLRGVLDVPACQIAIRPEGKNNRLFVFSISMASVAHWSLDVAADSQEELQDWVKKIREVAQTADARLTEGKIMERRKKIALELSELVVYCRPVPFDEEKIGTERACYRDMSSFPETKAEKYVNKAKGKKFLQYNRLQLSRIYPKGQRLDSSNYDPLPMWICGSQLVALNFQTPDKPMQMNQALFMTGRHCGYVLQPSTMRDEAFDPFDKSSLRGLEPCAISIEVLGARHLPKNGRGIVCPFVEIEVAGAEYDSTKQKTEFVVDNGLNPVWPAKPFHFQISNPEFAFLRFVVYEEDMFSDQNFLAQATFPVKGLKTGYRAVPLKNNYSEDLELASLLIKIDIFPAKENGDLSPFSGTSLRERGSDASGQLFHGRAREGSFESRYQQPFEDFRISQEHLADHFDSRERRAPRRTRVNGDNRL
SIAE primary: blocks human sialic acid acetylesterase. Q9HAT2. SIAE FP-Rh probe binding, fluorescence polarization. inhibition, % at 9.66 µM. 370,000 compounds, 0.69% hits;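 active means inhibition above a cutoff: mean of compounds within the control limits plus 3 SD of those, cut at about 17% in these data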;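 further: 0% = plate median of compound wells and 100% = probe without SIAE protein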
Tn7 DDE FP: inhibitors of Tn7 peptide binding to human fibrin DD(E). P02675. FP displacement of FITC-Tn7 peptide from fibrin DD(E); 0% = median of compound wells per plate. inhibition, % at 8.3 µM. 370,000 compounds, 0.13% hits. AID 720508;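 active means inhibition above the mean of compounds falling within the control limits plus 3 SD of them, cut at about 14% in these data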;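 further: 0% = plate median of compound wells and 100% = 10 µM Aha-Tn7 peptide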
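Assay system: Fibrin-DD(E) protein isolated from polymerized human fibrin clots; read-out basis: percent inhibition; medium: Tris/NaCl/CaCl2 buffer, pH 7.8; signal: FP measurement; incubation: 10 min plus 3 h, room temperature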
TDP2 absorb: TDP2 (human) inhibition, absorbance primary screen. O95551. recombinant TDP2, T5PNP hydrolysis, p-nitrophenol absorbance 415 nm. inhibition, % at 12.8 µM. 370,000 compounds, 0.34% hits. AID 720702;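 active means inhibition above the mean of all tested compounds plus 3 SD, set per campaign, cut at about 25% in these data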;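 further: 0% = DMSO with enzyme and 100% = buffer with substrate but no TDP2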
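Test system: human TDP2 enzyme; Input: 120 nM TDP2 per well; Buffer or medium: Mg2+-containing Tris-HCl buffer, pH 7.5; Reagent: 5 mM T5PNP; Dosing: 12.8 µM single point, 1% DMSO; Incubation: reaction 2 h, 37 °C; Detection: p-Nitrophenol epi absorbance; Read-out: % inhibition relative to enzyme-containing and enzyme-free wells; Replicates: single well per compound.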
Tn6 DDE FP: DD(E)-Tn6 binding inhibition, primary FP screen. Fibrin DD(E) TRITC-Tn6 fluorescence polarization displacement. inhibition, % at 8.3 µM. 370,000 compounds, 0.21% hits. AID 720509;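 active means inhibition above a per-campaign cutoff: mean of compounds within control limits plus 3 SD, cut at about 15% in these data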;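 further: 0% = median of all compound wells on the plate and 100% = blocking peptide control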
ASAP1 GAP inh: ASAP1 ArfGAP inhibition; inhibition, % at 16.5 µM; 360,000 compounds, 0.19% hits; Q9ULH1; ASAP1-stimulated ARF1 GTP hydrolysis, GDP FP detection; in the data active means inhibition above about 25%;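 further: 0% = vehicle with enzyme and substrate and 100% = no enzyme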
PLC-beta3 inh: PLC-beta3 (human) inhibition, primary screen; Q01970; Purified PLC-beta3, fluorogenic substrate, fluorescence; inhibition, % at 12.2 µM; 370,000 compounds, 0.18% hits; in the data active means inhibition above about 11%;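 further: 0% = median of compound wells on plate and 100% = full blocker control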
ADAM17 inh: ADAM17 inhibition, QFRET primary screen; inhibition, % at 6.95 µM; recombinant ADAM17, EDANS/DABCYL FRET peptide cleavage; 370,000 compounds, 0.83% hits; P78536;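 active means inhibition above the mean of compounds lying between control limits plus 3 SD, set per campaign, cut at about 8.5% in these data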;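 further: 0% = DMSO-only wells as the low control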
ARFGAP1 inh: inhibits rat ARF GTPase activating protein 1; inhibition, % at 16.5 µM; Arfgap1-stimulated ARF1 GTP hydrolysis, GDP FP detection; 360,000 compounds, 0.26% hits; AID 651572; Q62848;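 active means inhibition above a per-plate limit, mean inhibition of low control wells plus 3 SD, cut at about 25% in these data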;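 further: 0% = DMSO wells with enzyme and 100% = wells lacking Arfgap1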
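Material: truncated rat Arfgap1 GAP domain; Incubation: compound-enzyme preincubation 20 min, reaction 120 min, detection 60 min, 25 °C; Read-out: percent inhibition of Arfgap1-stimulated GTP hydrolysis; Technique: FP, GDP Alexa 633 tracer displaced from anti-GDP antibody, 620/688 nm; Controls: No-Arfgap1 wells (100%) versus DMSO full-reaction wells (0%); Replication: single well per compound.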
ADAM10 inh: inhibits human ADAM10; O14672; recombinant ADAM10, EDANS/DABCYL FRET peptide cleavage, 3 h; inhibition, % at 7 µM; 370,000 compounds, 0.62% hits;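 active means inhibition above a per-campaign cutoff equal to the mean of compounds falling between control-based bounds plus 3 SD, cut at about 20% in these data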;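 further: 0% = DMSO wells while the 100% control is not disclosed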
The depositor's hits bear a star; i = inactive; + = active, no number. This is a random part of the collection; about 3.6% have a hit in one of these screens.

PLCg1 inh	SIAE primary	Tn7 DDE FP	TDP2 absorb	Tn6 DDE FP	ASAP1 GAP inh	PLC-beta3 inh	ADAM17 inh	ARFGAP1 inh	ADAM10 inh	Compound
2	1	-1	4	6	-2	-3	3	5	-2	CC(C)NC(=O)C1CCN(S(=O)(=O)c2ccc(N3CCCC3=O)cc2)CC1
-1	-2	4	12	-8	-10	0	-2	1	-4	CC(C)[C@H](NC(N)=O)C(=O)NCCc1ccc(Cl)cc1Cl
3	7	-4	-4	-3	-4	-5	3	1	1	CC(C)Oc1ccc(S(=O)(=O)N2CCOCC2)cc1NC(=O)CCCSc1ccccc1
-291	2	9	-20	-11	17	-393	7	16	4	Oc1ccc(/C=C/c2nc(-c3ccccc3O)n(-c3ccccc3)n2)cc1
-88	-5	-1	2	2	4	-107	-12	-3	-47	Nc1nc2ccccc2cc1C(=O)NCc1ccc(-c2ccccc2)cc1
3	0	-4	-6	-3	-10	6	1	4	3	Cn1c(CSCc2ccc(F)cc2)nnc1SCC(=O)N1CCN(c2ccccc2)CC1
2	11	-9	4	0	-7	1	-2	4	-3	Cc1sc(N)c(C(=O)c2ccccc2Cl)c1C
-48	3	8	0	1	7	-73	-27	5	-75	CCC1CCCCN1CCCNC(=O)c1c(O)nc2cc(C)ccn2c1=O (stereo not given)
2	-17	3	17	5	8	0	-3	6	-12	O=C(Nc1cccc(-c2ccc(N3CCOCC3)nn2)c1)c1ccc(Cl)cc1
3	4	5	-2	-3	5	4	0	-11	3	COc1cc(-c2csc(C)n2)ccc1O
i	98*	17*	11	+	3	i	9.0*	12	6	CCNc1ccc2noc3c2c1C(=O)c1ccccc1-3
3	1	-3	-16	7	11	0	6	4	-2	O=C(O)c1cccnc1Br
2	3	-8	4	1	-13	-7	-4	9	1	Cc1nn(Cc2c(F)c(F)c(F)c(F)c2F)c(C)c1NC(=O)c1nn(C)c(C)c1Br
-1	10	2	3	3	3	1	-5	7	-7	O=C(Nc1ccc2c(c1)OCO2)c1ccc(Cl)nc1
5	-3	0	-2	0	7	-4	1	-7	8	Cc1cc(=O)n2nc(N3CCCC(C(=O)NC4CCCCC4C)C3)sc2n1 (stereo not given)
-1	5	4	6	6	7	1	-5	-5	-12	COC(=O)c1cc(NC(=O)COC(=O)CCc2nc3ccccc3c(=O)[nH]2)cc(C(=O)OC)c1
-1	2	-12	-9	-2	21	-6	1	8	-4	NNC(=O)CCc1nc2ccc(O)cc2[nH]1
i	36*	5	0	5	-7	i	-18	0	-74	CN(C)c1cccc2c(S(=O)(=O)NC(=O)[C@H]3O[C@@H](n4ccc(=O)[nH]c4=O)[C@H](O)[C@@H]3O)cccc12
1	3	4	-21	3	-11	2	-2	2	13	O=C(NCCc1cccc(F)c1)C1CCC(=O)N(C2CCCCCC2)C1 (stereo not given)
0	-8	9	6	-4	-2	-7	0	8	2	O=C(O)c1ccc(NS(=O)(=O)c2cccc(C(=O)Nc3ccc(Br)cc3)c2)cc1
2	7	-6	-1	3	-6	2	0	9	-1	Cn1c(=O)c2ncn(CC(=O)N/N=C/C=C/c3ccccc3)c2n(C)c1=O
-39	-7	7	9	-3	-4	-61	-121	-7	-286	OCCCNc1ncnc2oc(-c3ccccc3)c(-c3ccccc3)c12
4	3	3	6	-9	0	-1	-1	16	-1	COCCCNC(=O)CC1C[C@H](C(=O)N2CCOCC2)[C@@]2(C)c3[nH]c4ccccc4c3CCN2C1=O (stereo not given in full)
3	-1	-5	-1	2	-8	3	3	-2	11	COCCOC(=O)c1c(NC(=O)CN2CCOCC2)sc(C(N)=O)c1C
2	0	8	-1	-1	14	0	-1	-1	-6	CC(=O)Nc1ccc(NC(=O)COc2ccc(S(=O)(=O)N3CCCC3)cc2C)cc1
-5	1	-3	8	-4	-4	-12	-2	-1	-16	COc1ccc(S(=O)(=O)NC(=O)C2(C)CCN2C(=O)Cc2ccc(-c3ccccc3)cc2)cc1 (stereo not given)
-23	-2	-2	6	-2	6	-5	-1	0	-13	O=C(OCC(=O)N1CCCCC1)c1ccc2ccccc2n1
0	6	-1	7	-4	-2	0	-3	-3	3	CC[C@]1(c2cccc(C)c2)C(=O)N(C(=O)OC)N1C(=O)OC
-1	6	3	-5	-2	-9	-1	-5	-9	-16	O=C1C2C3C=CC([C@@H]2C(=O)N1C1CCCCC1)[C@H]1C(=O)N(C2CCCCC2)C(=O)C31 (stereo not given in full)
-2	-4	3	1	1	-16	0	0	-4	-5	Cn1c(=NC(=O)COc2ccccc2)sc2ccccc21
2	5	6	-17	-3	7	2	1	-10	15	CN1CCN(c2ccc(Cl)cc2NC(=O)c2cccc(S(=O)(=O)N(C)C)c2)CC1
-1	0	-5	6	-5	0	0	-5	-1	-10	COc1cc(OC)cc(-n2nnnc2SCC(=O)N2CCCc3ccccc32)c1
0	-2	-5	-4	1	12	-6	0	14	-5	CC(NC(=O)Cc1ccccc1)C1COc2ccccc2O1 (stereo not given)
-91	8	2	5	7	3	-140	-33	-1	-79	CCc1ccc(N(C(=O)c2snc(C(N)=O)c2N)C(C(=O)NCC2CCCO2)c2ccco2)cc1 (stereo not given)
-2	-3	0	2	4	1	-4	-4	-3	7	COc1ccc(/C=C\C(=O)c2c(O)ccc3c(C)cc(=O)oc23)cc1
-1	-1	5	2	-2	3	-4	-3	4	-7	O=C(c1cc2cc([N+](=O)[O-])ccc2s1)N1CCOCC1
-21	-4	0	8	0	-3	-25	8.6*	13	20*	COc1ccc(C=C(c2nc3ccccc3s2)c2nc3ccccc3s2)cc1O
3	2	-9	-9	0	24	2	4	2	3	Cc1cccc(N2C(=O)N3[C@H](c4ccc(Br)cc4)[C@@H]4C(=O)N(C(C)(C)C)C(=O)[C@@H]4[C@]3(C)C2=O)c1
0	-7	-1	0	6	7	0	1	-4	7	CCc1nc2c(OCc3cccc(Cl)c3)cccn2c1N(C)C(=O)c1ccc(OC)cc1
-19	-1	4	4	5	0	0	-2	4	-12	CCOC(=O)C(NC(=O)c1ccccc1Cl)(Nc1ccc(C)c(C)c1)C(F)(F)F (stereo not given)

Just TDP2 absorb, for 2 of the compounds above:
SMILES	TDP2 absorb
COc1ccc(C=C(c2nc3ccccc3s2)c2nc3ccccc3s2)cc1O	8
Cc1cccc(N2C(=O)N3[C@H](c4ccc(Br)cc4)[C@@H]4C(=O)N(C(C)(C)C)C(=O)[C@@H]4[C@]3(C)C2=O)c1	-9

(continued)
PLCg1 inh	SIAE primary	Tn7 DDE FP	TDP2 absorb	Tn6 DDE FP	ASAP1 GAP inh	PLC-beta3 inh	ADAM17 inh	ARFGAP1 inh	ADAM10 inh	Compound
2	-4	-4	21	-7	-5	-3	-1	2	-4	Cc1ccc(C)c2[nH]c(=O)c(CCNC(=O)c3ccc(S(=O)(=O)N4CCCC4)cc3)cc12
2	-3	2	-7	1	-18	-1	-3	-6	-5	CC1(C)CC(=O)c2sc(NS(=O)(=O)Cc3ccccc3)nc2C1
1	0	2	-1	4	-7	2	-6	-1	-8	COCCNC(=O)C1(C)CCCN(Cc2cc(C(F)(F)F)ccc2Cl)C1 (stereo not given)
-26	5	3	-5	-1	3	-34	-5	2	4	COCCCNC(=O)CNC(=O)c1nn(-c2ccc(OC)cc2)c(=O)c2ccccc12
-1	-3	9	0	2	-9	-1	-5	-6	3	COc1ccccc1NC(=O)CSc1nnc(CNC(=O)c2ccco2)o1
-2	8	-3	10	2	-1	2	-2	-14	1	COC(=O)C1=C(N)OC2=C(C(=O)CCC2)C1c1cccs1 (stereo not given)
2	-5	-3	-7	0	10	3	0	10	-1	CCOC(=O)N1CCC(N(CCCOC)C(=O)Nc2cccc(OC)c2)CC1
1	2	-1	1	-8	-11	1	-5	-6	0	CC1(C)CC(=O)C(C=NCCN2CCN(C(=O)c3ccc(F)cc3)CC2)=C(O)C1
2	-7	1	-1	3	-12	1	-1	2	2	Cc1ccc(NC(=O)CCNS(=O)(=O)c2cccc3nonc23)cc1
2	-6	0	6	-5	-9	3	-3	-3	4	CC1=CCC2C(=O)N(c3cccc(C(=O)NC(C)c4ccccc4)c3)C(=O)C2C1 (stereo not given)
0	9	2	18	1	3	-2	4	11	4	O=C(c1cc(COc2cccc(C(F)(F)F)c2)on1)N1CCSCC1
-2	-3	-2	7	-1	7	0	-2	-12	-10	COC(=O)c1ccccc1NC(=O)CSc1nc2ccsc2c(=O)n1Cc1ccc(C(=O)O)cc1
-3	-4	-5	-3	4	4	-5	1	-2	-9	C1=C(c2cn(-c3nc4ccccc4s3)nn2)CCCC1
-4	2	-2	8	-1	-20	-1	-5	-8	-9	O=C(NC(Cc1ccccc1)C(=O)O)/C(=C\c1ccccc1F)NC(=O)c1ccccc1 (stereo not given)
-2	-4	0	8	-1	-3	-3	-3	2	-2	O=C(Nc1cc(C(F)(F)F)cc(C(F)(F)F)c1)Nc1cnn(-c2ccc([N+](=O)[O-])cc2)c1C(F)(F)F
2	3	9	-6	-7	2	-4	-3	2	2	C=CCCC(=O)N1CCCC(C(=O)c2cccc(OC)c2)C1 (stereo not given)
1	13	-2	3	0	-17	0	-3	1	2	O=C1C=CC(=O)N1N(c1ccccc1)c1ccccc1
2	2	5	8	4	1	0	-3	-4	-4	Cn1c(NC(=O)c2ccc(S(=O)(=O)N3CCOCC3)cc2)cc(=O)n(C)c1=O
-2	4	1	-11	-5	5	-16	-4	-11	3	Cc1ccc(NS(=O)(=O)c2cccc(C(=O)N3CCCCCCC3)c2)cc1
2	-2	5	-6	-6	12	-5	1	14	1	O=C(NC1CC1)c1sc2ccccc2c1Cl
-1	-1	4	2	11	3	1	-2	-5	-4	O=S1(=O)CCN(C2CCCCCCCCCCC2)CC1
-44	8	-2	11	-7	4	-49	-16	3	-24	CCN(CC)CCCN1C(=O)c2oc3ccccc3c(=O)c2C1c1cccnc1 (stereo not given)
-2	-1	-7	-7	2	-2	-1	-3	-4	-11	CC(C)N(C(=O)[C@H]1C[C@H](CC(=O)NCCc2ccccn2)C(=O)N2CCc3c([nH]c4cc(CCC(=O)N(C)C)ccc34)[C@]12C)C(C)C
3	9	-2	8	-1	19	-1	-1	3	-2	Cc1ccc(C)c(N/N=C2\CCCNC2=O)c1
-309	-4	1	2	-15	8	-341	-104	10	-311	OC1CCN(c2cc(-c3ccccc3)nc3cc(-c4ccc(F)cc4)nn23)CC1
4	-1	2	-8	-4	-5	4	2	2	5	COC(=O)c1cn(C(=O)c2ccco2)c2ccccc12
